PHOSPHO1 block – PubChem AID 1565; Phosphoethanolamine/phosphocholine phosphatase (Homo sapiens), Q8TCT1; hit rate 1.1% among 290,000; recombinant PHOSPHO1, absorbance phosphatase assay; inhibition, % at 13.3 µM; in the data active = inhibition above about 60%
Target sequence (Q8TCT1 whole entry, looked up): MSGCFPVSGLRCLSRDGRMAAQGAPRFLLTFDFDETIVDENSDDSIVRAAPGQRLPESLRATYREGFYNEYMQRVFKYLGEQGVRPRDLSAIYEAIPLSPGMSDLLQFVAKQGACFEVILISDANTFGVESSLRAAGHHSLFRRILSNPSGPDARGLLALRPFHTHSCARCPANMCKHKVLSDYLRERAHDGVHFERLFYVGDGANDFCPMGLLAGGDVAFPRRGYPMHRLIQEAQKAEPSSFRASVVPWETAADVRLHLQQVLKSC
MEKK2wt PB1 HTS – modulators of MEK5 binding to wildtype MEKK2, primary screen, biochemical, multiplex bead flow cytometry, Alexa488-MEK5; binding response (% of control), % at 10 µM; Alexa488-MEK5 binding to MEKK2 WT; actives lie on both sides; hit rate 1.1% among 290,000; Mitogen-activated protein kinase kinase kinase 2 (Homo sapiens), Q9Y2U5; AID 1531, 2009; in the data active = binding response below about 67% or above about 130%
MEKK2mut PB1 HTS – MEK5 binding signal on mutant MEKK2 PB1, primary screen, biochemical, multiplex bead flow cytometry, Alexa488-MEK5 | Alexa488-MEK5 binding to MEKK2 mutant | AID 1530, 2009 | hit rate 0.35% among 290,000 | percent response, % at 10 µM; in the data active = percent response above about 24%, passing the limit was not always enough; also: inactives centre near 1; some results filed as inactive read as strong as hits; reference of the scale not given here
OXTR ag – human OXTR agonists, primary screen, fluorescence, CHO-OTR cells, Fluo-8 calcium | Oxytocin receptor (Homo sapiens), P30559 | Fluo-8 calcium fluorescence; normalized: DMSO 0%, oxytocin 100% | activation, % at 3 µM | hit rate 0.32% among 320,000;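 active = activation above the mean of all tested compounds plus 3 SD, cutoff set per screening run, cut at about 20% in these data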;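 also: peak over basal fluorescence ratio from a 100 s FLIPR kinetic read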
Target sequence (P30559 whole entry, looked up): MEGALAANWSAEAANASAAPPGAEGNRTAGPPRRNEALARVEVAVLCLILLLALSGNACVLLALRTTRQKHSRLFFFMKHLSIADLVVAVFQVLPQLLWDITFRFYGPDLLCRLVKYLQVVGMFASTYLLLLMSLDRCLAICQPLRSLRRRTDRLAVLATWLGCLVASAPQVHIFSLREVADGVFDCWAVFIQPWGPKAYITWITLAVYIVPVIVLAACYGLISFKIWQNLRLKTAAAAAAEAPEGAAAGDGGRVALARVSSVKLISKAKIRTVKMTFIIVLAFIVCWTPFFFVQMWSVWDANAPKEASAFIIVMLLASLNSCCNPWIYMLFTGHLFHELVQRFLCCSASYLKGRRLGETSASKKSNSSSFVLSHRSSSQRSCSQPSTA
V1aR counter – agonists of human V1a receptor, primary screen, counter-screen for OXTR agonist project, fluorescence, CHO-V1R cells; activation, % at 3 µM; hit rate 0.25% among 320,000; Vasopressin V1a receptor (Homo sapiens), P37288; Fluo-8 calcium fluorescence, agonist mode; 0% DMSO, 100% 3 nM vasopressin;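 active = activation above the mean activation of all tested compounds plus 3 SD, per screening run, cut at about 20% in these data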;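 also: signal is peak over basal fluorescence ratio across a 100 second FLIPR read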
Target sequence (P37288 whole entry, looked up): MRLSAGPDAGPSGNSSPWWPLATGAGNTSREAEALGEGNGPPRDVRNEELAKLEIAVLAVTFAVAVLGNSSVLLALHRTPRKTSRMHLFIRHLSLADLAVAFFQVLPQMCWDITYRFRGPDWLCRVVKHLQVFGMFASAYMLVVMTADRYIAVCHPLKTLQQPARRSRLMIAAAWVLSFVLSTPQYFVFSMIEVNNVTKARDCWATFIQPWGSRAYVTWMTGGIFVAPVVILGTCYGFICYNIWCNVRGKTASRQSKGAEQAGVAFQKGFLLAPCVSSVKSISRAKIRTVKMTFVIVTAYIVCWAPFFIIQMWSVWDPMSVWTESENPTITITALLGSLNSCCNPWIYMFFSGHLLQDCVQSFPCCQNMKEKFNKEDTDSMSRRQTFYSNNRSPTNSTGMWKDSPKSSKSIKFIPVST
NALP1 inh – NALP1 inflammasome inhibitors in reconstituted yeast, colorimetric, S. cerevisiae, triplicate retest; S. cerevisiae NALP1/ASC/caspase-1 growth, X-gal OD620, 72 h; inhibition, % at 10 µM; hit rate 0.61% among 280,000; AID 2071, 2009; in the data active = inhibition mostly above about 24%, no sharp cut-off; inactive = mostly below about 32%; also: some compounds called inactive have numbers as strong as hits
MEKK3 PB1 HTS – modulators of MEKK3-MEK5 PB1 binding, primary screen, biochemical, wildtype MEKK3, multiplex bead flow cytometry, Alexa488-MEK5. bead-based flow cytometry, Alexa488-MEK5 binding to MEKK3; actives lie on both sides; 0 = blocked by unlabeled MEK5, 100 = vehicle. binding response (% of control), % at 10 µM. hit rate 1.4% among 290,000;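 active = binding response more than 3 SD above or below the average of its plate-row segment, actives on both sides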;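 also: Alexa488 bead fluorescence after subtracting the streptavidin-only scavenger bead signal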
GPR7 antagonist – GPR7 receptor antagonists, primary screen, cell-based, fluorescence, single concentration; GPR7-expressing cells, fluorescence antagonist assay; hit rate 1.1% among 290,000; inhibition, % at 4.4 µM; in the data active = inhibition above about 16%, passing the limit was not always enough;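 also: cells stimulated with the agonist NPW; 0% = agonist with vehicle and 100% = vehicle without agonist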
GalR3 antagonist – GalR3 antagonists in HEK293 cells, primary screen, cell-based, fluorescence readout; Galanin receptor type 3 (Homo sapiens), O60755; HEK293 GalR3-CNG cAMP membrane potential fluorescence; galR3 body fused to GalR1 C-terminus; inhibition, % at 3 µM; hit rate 0.44% among 360,000;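 active = inhibition above the screen-wide average plus 3 SD, cut at about 13% in these data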;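 also: forskolin and galanin both at EC90 stimulate the cells; cAMP rise reported by CNG channel membrane potential dye signal; 0% = forskolin plus galanin with DMSO and 100% = forskolin alone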
An asterisk follows results filed as active; / = no result given.

SMILES | PHOSPHO1 block | MEKK2wt PB1 HTS | MEKK2mut PB1 HTS | OXTR ag | V1aR counter | NALP1 inh | MEKK3 PB1 HTS | GPR7 antagonist | GalR3 antagonist
COc1ccc(CCN2CC(C(=O)N(C)Cc3ccc(C)o3)CCC2=O)cc1 (configuration not stated) | 40 | 102 | -4 | 1.1 | 0.8 | 32 | 100 | -4 | -1
CC(C)c1nnc(NC(=O)c2ccc(N3C(=O)CCC3=O)cc2)s1 | -6 | 114 | 15 | -0.5 | 0.2 | 19 | 111 | -10 | /
Cc1cc(NC(=O)CSc2nnc(C3CC3)n2Cc2ccccc2)no1 | 42 | 96 | -2 | -0.5 | 5.3 | -3 | 100 | -8 | 0
COc1cccc(-c2ccc(-c3noc(-c4cccs4)n3)c(OC)n2)c1 | 42 | 100 | 5 | -0.6 | 1.3 | -3 | 99 | 0 | 15*
Cc1cc(C)nc(SCc2nnc(SCC(=O)Nc3cc(C(F)(F)F)ccc3Cl)o2)n1 | -7 | 90 | -1 | -0.2 | 1.1 | 13 | 95 | -11 | -3
CS(=O)(=O)c1nc(-c2ccccc2)cc(-c2ccccc2)c1C#N | 38 | 105 | 3 | 5.0 | 1.2 | 4 | 106 | -4 | /
COCCOC(=O)C1=C(C)NC2=C(C(=O)CC(C)(C)C2)C1c1cc2c(cc1Br)OCO2 (configuration not stated) | -1 | 97 | -3 | 0.0 | -0.5 | 1 | 98 | 4 | 0
O=C(CCC(=O)OCC(=O)c1ccc(Br)cc1)Nc1ccc(Br)c2cccnc12 | 10 | 100 | 1 | 0.1 | 0.4 | 8 | 97 | 3 | -5
C#CCNc1cc(C)nc2ncnn12 | -8 | / | / | 0.5 | 1.6 | 6 | / | 8 | -5
O=C(N/N=C/c1ccsc1)C1CC1 | -13 | 99 | -2 | 0.3 | -0.8 | 5 | 98 | 6 | -7
CNc1nc2cccnc2s1 | 27 | 88 | -27 | -0.7 | 0.1 | / | 85 | -5 | 0
O=c1[nH]c(CN2CCN(S(=O)(=O)/C=C/c3ccccc3)CC2)nc2cc(Cl)ccc12 | 4 | 98 | 3 | 1.9 | -0.9 | 12 | 104 | -8 | 0

Fetched by structure from the list above:
SMILES | PHOSPHO1 block | MEKK2wt PB1 HTS | MEKK2mut PB1 HTS | OXTR ag | V1aR counter | NALP1 inh | MEKK3 PB1 HTS | GPR7 antagonist | GalR3 antagonist
C#CCNc1cc(C)nc2ncnn12 | -8 | / | / | 0.5 | 1.6 | 6 | / | 8 | -5
O=C(N/N=C/c1ccsc1)C1CC1 | -13 | 99 | -2 | 0.3 | -0.8 | 5 | 98 | 6 | -7
O=c1[nH]c(CN2CCN(S(=O)(=O)/C=C/c3ccccc3)CC2)nc2cc(Cl)ccc12 | 4 | 98 | 3 | 1.9 | -0.9 | 12 | 104 | -8 | 0

(further entries)
SMILES | PHOSPHO1 block | MEKK2wt PB1 HTS | MEKK2mut PB1 HTS | OXTR ag | V1aR counter | NALP1 inh | MEKK3 PB1 HTS | GPR7 antagonist | GalR3 antagonist
Cc1ccc2nsnc2c1S(=O)(=O)N1CCN(C(=O)C2CCCO2)CC1 (configuration not stated) | 1 | 108 | 8 | 0.7 | 0.4 | 10 | 105 | 7 | 6
COC(C[C@H]1O[C@@H]1C(=O)[C@H](C)OCc1ccccc1)OC | / | 94 | -6 | 0.1 | 0.1 | / | 95 | / | -2
COc1ccc(N=Cc2sc(O)c3ccccc23)cc1 | 2 | 105 | 3 | 58* | 77* | 19 | 117 | 0 | -4
COCCn1c(SCC(=O)Nc2ccccc2F)nc2c([nH]c3ccccc32)c1=O | 43 | 97 | 1 | -1.2 | -0.6 | 4 | 93 | 5 | 0
COc1ccc(-c2c([C@H]3[C@H]4C=CC[C@@H](C)[C@@H]4C(=O)N3Cc3ccccc3)ccc3ccccc23)cc1OC | 22 | 106 | 3 | -0.5 | -0.6 | -4 | 108 | / | 2
Cc1nc2nc(-c3ccc(Cl)cc3)[nH]n2c(=O)c1C | -4 | 102 | -1 | / | / | -40 | 95 | 4 | /
CC(C)Oc1ccc(C(CCN)C2CCCCC2)cc1 (configuration not stated) | / | 122 | 16 | 21* | 6.4 | 23 | 102 | 55* | -11
C=CCn1c(=O)c2c(nc3n2CC(C)CN3CCc2ccccc2)n(C)c1=O (configuration not stated) | 34 | 103 | 3 | -2.8 | -1.5 | -6 | 100 | -5 | 1
CCOc1ncccc1C(=O)OCC(=O)N1CCc2ccccc21 | -6 | 93 | 0 | -1.9 | -1.5 | 3 | 97 | -7 | -4
C=CCn1c(SCC(=O)C(C)(C)C)nnc1-c1ccccn1 | 2 | 93 | -8 | -0.1 | -0.2 | 19 | 94 | -11 | -6
COc1ccc(C(=O)CCS(=O)(=O)c2ccc(F)cc2)cc1OC | 10 | 107 | 3 | 0.5 | 3.7 | -10 | 102 | -6 | -3
CSCCn1c(C(C)(C)C)cc(C(=O)O)c1C | 24 | 97 | 3 | 0.3 | 0.7 | 21 | 102 | -6 | -6
O=C(CSc1n[nH]c(=O)[nH]c1=O)c1cccc([N+](=O)[O-])c1 | -74 | 99 | -2 | -0.3 | -0.7 | 14 | 103 | -11 | 0
C=CCN(N=Nc1cccc([N+](=O)[O-])c1)c1cccc([N+](=O)[O-])c1 | -2 | 99 | -1 | -1.4 | 0.8 | 6 | 93 | 8 | -7
O=[N+]([O-])c1ccc(-c2ccn[nH]2)o1 | 4 | 100 | -2 | -0.4 | -0.9 | 67* | 100 | -6 | 0
N#Cc1sc(NCc2cccc(Cl)c2)nc1Cl | 27 | 103 | 4 | 5.7 | 7.8 | 0 | 105 | -1 | -13
COc1ccc(N(CCCN2C(=O)c3cccc4cccc(c34)C2=O)C(=O)c2cccnc2)cc1 | 37 | 107 | -1 | -0.5 | 2.6 | -7 | 112 | -5 | 2
CC(=O)Nc1ccc(Nc2ccc3c4c(cc(=O)n3C)-c3ccccc3C(=O)c24)cc1 | 16 | 95 | 0 | -0.3 | 1.1 | 8 | 94 | 1 | -3
O=C(O)Cc1ccc(-n2cccc2)cc1 | 42 | 103 | -1 | 0.6 | 0.7 | 12 | 106 | -7 | -5
Cc1cc(C)cc(NC(=O)Nn2cnnc2)c1 | 36 | 100 | 0 | / | / | 7 | 102 | -6 | -4
COc1ccc(-n2ncc3c2CC(C)(C)CC3NC(=O)c2ccnn2C)cc1 (configuration not stated) | 7 | 104 | 3 | -1.1 | -0.3 | -1 | 103 | -2 | -8
N#Cc1ccc(NC(=O)CCc2ccc(S(=O)(=O)N3CCOCC3)cc2)cc1 | -12 | 99 | -1 | 1.2 | 1.8 | 18 | 104 | -7 | -3
N#Cc1ccsc1NC(=O)CN1CCCCCC1 | -14 | 100 | 2 | 0.0 | 0.6 | -13 | 100 | -14 | 1
CCCOc1ccc(NC(=O)CC2C(=O)N(CC)C(=S)N2CCNC(C)=O)cc1 (configuration not stated) | 0 | 91 | -4 | -1.1 | 0.4 | 33 | 88 | -1 | -10
Cc1nnc(SCC(=O)Nc2nnc(SCc3cccc(Br)c3)s2)s1 | -18 | 93 | -2 | 2.0 | 1.8 | 19 | 91 | 13 | -4
CS(=O)(=O)c1ccc(C(=O)N(Cc2ccccc2)c2ccccc2)cc1 | 7 | 100 | -4 | 1.8 | 1.2 | 32 | 100 | -11 | -10
COc1ccccc1OCC(=O)Nc1ccc(S(=O)(=O)Nc2cc(C)nc(C)n2)cc1 | 39 | 104 | 2 | -0.3 | 0.0 | 0 | 101 | -12 | 1
CCOc1ccc2[nH]c(=O)c(CN(CCCN3CCOCC3)Cc3nnnn3Cc3ccc(OC)cc3)cc2c1 | 5 | 93 | -8 | -0.9 | -0.8 | 5 | 89 | -12 | -11
COC(=O)Cn1cc(C(=O)C(F)(F)F)c2ccccc21 | 37 | 97 | 5 | 0.1 | -0.4 | -9 | 106 | -5 | 0
CN1CCC(=NNc2ccc(S(=O)(=O)N3CCOCC3)cc2[N+](=O)[O-])CC1 | -16 | 110 | -1 | -0.9 | 0.3 | 37 | 104 | -9 | -6
Cc1ccccc1Cn1nc(C)c(NC(=O)c2ccccc2)c1C | 20 | 93 | -2 | -1.1 | 0.0 | -8 | 99 | 6 | -3
CCN(CC)C(=O)Cn1cc(C(=O)C(=O)N2CC=C(c3ccccc3)CC2)c2ccccc21 | 9 | 78 | -11 | -2.3 | -1.4 | 19 | 91 | -13 | -4
CNS(=O)(=O)c1cn(CC(=O)N(C)Cc2ccccc2)cc1S(=O)(=O)NC | 44 | 105 | 8 | 0.2 | -0.2 | -4 | 102 | -4 | -5
CC(=O)Nc1ccc(NC(=O)C2CCCN2C(=O)Nc2ccc(F)c([N+](=O)[O-])c2)cc1 (configuration not stated) | 4 | 96 | 33 | 0.0 | 1.0 | 2 | 84 | -9 | -5
CC(C)Cn1c(N)c(C(=O)COC(=O)c2cc(-c3ccco3)nc3ccccc23)c(=O)n(C)c1=O | 21 | / | / | -0.8 | 0.9 | -17 | / | -10 | -3
Cc1ccc(-c2csc3ncnc(SCC(=O)NCc4ccc5c(c4)OCO5)c23)cc1 | 22 | 99 | -1 | -0.7 | 1.4 | 20 | 102 | -2 | -2
COCc1cc(C)nc(NCCO)c1C#N | -9 | 92 | -4 | 0.4 | -0.3 | / | 96 | -7 | -1
CCOc1cccc(C2/C(=C(/O)c3ccc4c(c3)CC(C)O4)C(=O)C(=O)N2CCCn2ccnc2)c1 (configuration not stated) | 32 | 97 | -2 | -0.4 | -0.3 | -8 | 99 | 16 | -6
COc1ccc(Cl)cc1NS(=O)(=O)c1c(C)nc2sccn2c1=O | 15 | 99 | 2 | 0.2 | -0.2 | -6 | 100 | -4 | -4
Cc1ccc(OCC(=O)Sc2ccc(C)cc2)cc1 | -9 | 106 | -7 | -0.4 | 0.0 | 5 | 111 | -7 | 3
CCOC(=O)/C(C#N)=C1/C=CN(C)C(C)=N1 | -39 | 99 | 2 | -0.2 | 0.9 | 14 | 101 | -3 | -6
CCOc1ccc(CN2C(=O)c3ccccc3C2C(=O)NCC2CCCO2)cc1 (configuration not stated) | 43 | 99 | -6 | 0.4 | -0.5 | -2 | 101 | 1 | 2
CN(C)C(=O)NC1CCCCCCCCCCC1 | -5 | 102 | 4 | -1.2 | -0.6 | 3 | 100 | 18 | -7
Cn1cc(CN2CCCC(CNC(=O)c3ccc4c(c3)OCO4)C2)c2ccccc21 (configuration not stated) | 32 | 104 | -10 | -1.5 | -0.9 | 10 | 109 | -1 | 0
CC(=O)c1cccc(NC(=O)c2oc(C)nc2C)c1 | 16 | 98 | 7 | -0.2 | -0.3 | -25 | 102 | 4 | -5
Cc1ccc2nc(Cl)c(/C=C/C(=O)c3ccco3)cc2c1 | -8 | 101 | 4 | -1.2 | -0.2 | -2 | 99 | -7 | -5
O=C(Nc1ccnn1C1CCN(Cc2cc(Cl)ccc2O)CC1)C1CC1 | 29 | 101 | 0 | 3.6 | 5.5 | 33 | 102 | -7 | -8
O=C(C[n+]1cc(Br)cc(Br)c1)c1ccccc1 | 9 | 106 | 4 | 0.3 | 1.5 | -14 | 104 | -2 | -3
CCCOc1ccc(C(NC(=O)CC(C)C)NC(=O)CC(C)C)cc1OC | 9 | 103 | 1 | -0.1 | 2.1 | 25 | 100 | -14 | -1

Bioassay records (PubChem)
